hIAP act: increases human intestinal alkaline phosphatase activity; activation factor at 10 µM; purified human IAP, CDP-Star luminescence, 30 min; hits give high values; 1 = vehicle-only enzyme, 0 = enzyme-free background; actives 0.16% (n = 330,000);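 active means activation factor of the enzyme at least 2-fold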; further: the source names both 10 and 20 µM as test concentration; values of inactives mirror those of a sister screen read the other way
ATG4B inhibitor: inhibitors of human ATG4B cysteine protease | Q9Y4P1 | ATG4B cleavage of LC3-PLA2, NBD-HPC fluorescence, 1 h | inhibition, % at 8.33 µM | actives 0.51% (n = 340,000) | AID 504462; in the data active means inhibition above about 40%
Target sequence (Q9Y4P1 whole entry, looked up): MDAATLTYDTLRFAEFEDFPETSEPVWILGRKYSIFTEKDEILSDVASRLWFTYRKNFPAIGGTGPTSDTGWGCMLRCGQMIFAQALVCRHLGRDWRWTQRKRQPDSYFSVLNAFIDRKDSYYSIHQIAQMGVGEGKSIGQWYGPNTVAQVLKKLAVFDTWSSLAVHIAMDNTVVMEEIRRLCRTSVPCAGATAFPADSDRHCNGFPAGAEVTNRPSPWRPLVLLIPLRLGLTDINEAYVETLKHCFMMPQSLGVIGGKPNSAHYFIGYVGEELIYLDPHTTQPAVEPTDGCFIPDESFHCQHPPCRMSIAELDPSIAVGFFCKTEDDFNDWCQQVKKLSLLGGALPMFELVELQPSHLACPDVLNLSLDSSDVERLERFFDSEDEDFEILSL
MPTP block: inhibitors of mitochondrial permeability transition pore; isolated mouse mitochondria, Ca2+ swelling absorbance, 30 min; inhibition, % at 10 µM; AID 602449; actives 1.4% (n = 360,000);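 active means inhibition of 50% or more, scaled per plate between neutral and stimulator controls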;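 further: 0% = DMSO wells given calcium and 100% = 1 mM EGTA wells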
APOBEC3G inh: APOBEC3G (human) deaminase inhibition. Q9HC16. recombinant A3G, ssDNA deamination FAM/TAMRA fluorescence. inhibition, % at 20 µM. actives 0.28% (n = 330,000);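 active means inhibition of at least 40% at 20 µM, with no more than 30% in the related APOBEC3A deaminase screen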;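 further: plate controls were DMSO wells with A3G for no effect and wells lacking A3G enzyme for full effect; some compounds called inactive have numbers as strong as hits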
Target sequence (Q9HC16 whole entry, looked up): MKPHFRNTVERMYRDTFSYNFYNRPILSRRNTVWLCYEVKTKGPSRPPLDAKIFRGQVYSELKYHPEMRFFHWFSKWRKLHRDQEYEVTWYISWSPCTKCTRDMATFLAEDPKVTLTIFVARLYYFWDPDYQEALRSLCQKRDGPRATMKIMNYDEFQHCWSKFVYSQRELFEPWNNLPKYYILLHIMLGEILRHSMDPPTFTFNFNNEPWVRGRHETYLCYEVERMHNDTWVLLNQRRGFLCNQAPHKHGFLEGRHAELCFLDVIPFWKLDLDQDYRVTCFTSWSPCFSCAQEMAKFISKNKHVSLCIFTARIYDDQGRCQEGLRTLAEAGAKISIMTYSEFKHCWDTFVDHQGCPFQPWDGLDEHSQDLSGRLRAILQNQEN
MIN6 prolif: induces beta-cell replication in MIN6 cells. actives 0.29% (n = 330,000). AID 2380. MIN6 cells proliferation, ATPlite luminescence, 48 h; cells starved in 0.2% serum; 100% = growth in 10% serum. proliferation, % at 10 µM;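 active means compounds whose signal lies at least 3.5 SD above the mean of all wells on their plate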;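 further: 0% = DMSO-treated cells in low-serum medium and 100% = 10% serum control; some compounds called inactive have numbers as strong as hits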
mIAP act: mouse IAP activation | activation factor at 10 µM | AID 2805 | muIAP, CDP-Star luminescence, 30 min; hits give high values; 1 = vehicle-only enzyme signal, 0 = enzyme-free wells | actives 0.24% (n = 330,000);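 active means activation factor of at least 2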; further: the source names both 10 and 20 µM as test concentration; values of inactives mirror those of a sister screen read the other way
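Assay system: mouse IAP enzyme; reagent: chemiluminescent substrate CDP-Star; dosing: test compounds delivered from DMSO solution; schedule: 30 min at room temperature; measured by: luminescence from enzymatic CDP-Star hydrolysis; controls: DMSO-only wells and no-enzyme negative control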
APOBEC3A inh: blocks human APOBEC3A ssDNA deamination; P31941; recombinant A3A, FAM/TAMRA ssDNA deamination fluorescence; inhibition, % at 20 µM; actives 0.41% (n = 330,000); AID 493011;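 active means at least 40% inhibition at 20 µM here, with at most 30% in a related deaminase screen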;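 further: plate controls were A3A with DMSO for no effect and wells lacking A3A enzyme for full effect; some results filed as inactive read as strong as hits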
Target sequence (P31941 whole entry, looked up): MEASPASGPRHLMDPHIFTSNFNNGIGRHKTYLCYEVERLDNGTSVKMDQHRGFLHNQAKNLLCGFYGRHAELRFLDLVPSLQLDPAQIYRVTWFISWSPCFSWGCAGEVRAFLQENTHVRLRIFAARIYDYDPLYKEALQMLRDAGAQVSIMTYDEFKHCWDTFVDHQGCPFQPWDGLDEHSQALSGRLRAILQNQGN
hIAP block: blocks human intestinal alkaline phosphatase; actives 0.12% (n = 330,000); P09923; purified IAP, CDP-Star luminescence, 30 min; inhibition, % at 10 µM; AID 2544;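 active means inhibition reaching a set limit with compound at 10 µM in the primary screen, cut at about 35% in these data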;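 further: plate controls were DMSO wells with enzyme for no effect and no-enzyme buffer wells for full effect; values of inactives mirror those of a sister screen read the other way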
mIAP block: mouse IAP inhibition | purified mouse IAP, CDP-Star luminescence, 30 min | inhibition, % at 10 µM | actives 0.2% (n = 330,000);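 active means inhibition of at least 40% at 10 µM in the primary screen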;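 further: plate controls were DMSO with enzyme for no effect and no enzyme wells for full effect; values of inactives mirror those of a sister screen read the other way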
An asterisk follows results filed as active; · = no result given.

Screens in order: hIAP act, ATG4B inhibitor, MPTP block, APOBEC3G inh, MIN6 prolif, mIAP act, APOBEC3A inh, hIAP block, mIAP block
Cc1ccc(C2CC(=O)NC(SCc3ccccc3)=C2C#N)cc1 (stereo not drawn)
  1.1, -3, -0.3, -13, -3, 0.99, -2, -9, 1
O=C(Cn1nc(-c2ccccc2)ccc1=O)NCCN1CCN(Cc2ccccc2)CC1
  1.1, -8, 0.3, -6, 0, 1.1, -3, -7, -11
Cc1ccc(SCC(=O)NCCN2C(=O)CSC2=O)cc1C
  1.1, 12, 0.7, -4, 0, 1, 1, -6, -4
O=c1c(Cc2ccc(F)cc2)c(O)ccn1C1CC1
  0.91, -5, -1.1, -2, -1, 1, 0, 9, -1
CCC(CO)Oc1cc(NCc2ccc(Cl)cc2)c2ncn(C(C)C)c2c1 (stereo not drawn)
  1.1, -3, -3.4, 3, -6, 1, 4, -12, -3
CCCCCn1c(N2CCC(Cc3ccccc3)CC2)nc2c1c(=O)[nH]c(=O)n2C
  1.2, 8, -1.5, 3, -6, 1.1, 3, -19, -14
CCN(CC)C(C(=O)Nc1ccc2c(c1)OCO2)c1ccccc1 (stereo not drawn)
  0.95, 4, 0.7, -7, -3, 0.95, 0, 5, 4
CC(=O)Nc1cc2c(cc1NC(=O)Cn1nc(-c3ccc4c(c3)OCCO4)ccc1=O)OCCO2
  1.1, -10, -0.1, -5, 1, 1.2, 1, -10, -20
CCOc1ccc(C(=O)N[C@H](C(=O)Nc2ccc(S(=O)(=O)Nc3nccs3)cc2)C(C)C)cc1
  0.91, 0, -0.5, -2, -3, 0.92, 0, 9, 8
COC(=O)CCCC1=CC2=CC(=O)C(C)(OC(=O)C3CCCC3)C(=O)C2=CO1 (stereo not drawn)
  0.8, 14, ·, -3, -4, 0.9, 5, 20, 10
CN(C)CCN(C(=O)c1ccc(S(=O)(=O)N2CCCC2)cc1)c1nc2ccc(Br)cc2s1
  0.85, -14, -0.3, 4, -1, 0.96, 5, 15, 4
CCOC(=O)C1(Cc2cccc(OC)c2)CCN(C/C=C/c2ccc(OC)cc2)CC1
  1, 0, 80*, -4, -5, 1, 2, -1, -4
Cc1oc(-c2ccc(Cl)cc2)cc1-c1nn2c(-c3ccoc3C)nnc2s1
  0.89, 8, -1.2, 63, -6, 0.59, 85, 11, 41*
CC(=O)N1CC=CC1(C)C(=O)NCc1cc(F)cc(C(F)(F)F)c1 (stereo not drawn)
  0.98, 1, -1.0, 1, -1, 1, 1, 2, -3
COc1ccc(OC)c(/C=C2\SC(=S)N(C(C(=O)O)c3ccccc3)C2=O)c1 (stereo not drawn)
  0.77, 25, 3.3, -5, -4, 0.85, 0, 23, 15

Other entries follow:
Screens in order: hIAP act, ATG4B inhibitor, MPTP block, APOBEC3G inh, MIN6 prolif, mIAP act, APOBEC3A inh, hIAP block, mIAP block
CCCn1cc(NC(=O)C2CC(c3cccc(Br)c3)=NO2)cn1 (stereo not drawn)
  0.84, 3, 0.7, -6, -1, 1.1, -6, 16, -7
CCCC(=O)NC1=C(C#N)C2(CCCC2)Cc2ccccc21
  1.1, 4, -0.4, -1, 3, 0.97, 6, -15, 3
O=C(Nc1cccc(F)c1)C1CCN(C(=O)c2ccc(Cl)cc2)CC1
  1.1, -6, 0.5, -6, -1, 1.1, 0, -8, -6
CCOC(=O)c1sc(N=NC2=C(O)CCCC2=O)c(C(=O)OCC)c1C
  0.76, 4, 2.2, 19, -3, 0.6, 40*, 24, 40*
S=C1NC2(CCCC2)N=C1c1ccccc1
  0.98, -2, 1.6, -6, -1, 0.93, -2, 2, 7
Nc1c(-c2cccs2)cnn1-c1nc(-c2ccc(Cl)cc2Cl)cs1
  1.1, -6, 9.1, -9, -5, 0.94, -2, -12, 6
O=C(CSc1nnnn1Cc1ccccc1)Nc1ccc2c(c1)OCO2
  0.92, -16, 0.0, -7, -1, 1, 1, 8, -3
CCOC(=O)c1c(C)nc2ccc(C)cn12
  0.89, -2, -0.5, -2, -1, 0.99, 3, 11, 1
CCOn1c(=O)c(-c2ccc(C)cc2)[n+]([O-])c2ccccc21
  0.97, -4, -1.5, -4, 0, 1, -1, 3, 0
CNC(=O)CN(c1cc(OCCOC)c(Cl)cc1Cl)S(=O)(=O)c1ccccc1
  1.1, 5, -1.5, 17, -4, 1, -1, -8, -4
Cc1ccc2oc(=O)cc(CN3CC(C)OC(C)C3)c2c1 (stereo not drawn)
  0.77, -11, -1.7, -4, 1, 1, -7, 24, 0
CC1CN(CCCSc2ccc(Cl)cc2)CC(C)O1 (stereo not drawn)
  0.94, -6, 0.7, 4, -4, 1, 9, 6, 0
C/C(=N\NC(=O)c1cc(C)oc1C)c1ccc(C)c([N+](=O)[O-])c1
  1, 2, -1.6, -7, 2, 1.1, -1, -1, -13
COC(=O)CSc1cc(C)nc(NC(C)=O)n1
  1, 0, 0.8, -4, -1, 1.1, -4, -2, -10
CCn1ncc(/C=N\NC(=O)c2ccc3c(c2)c(C)c(C)n3Cc2ccccc2)c1C
  0.9, -21, -1.2, 70*, 4, 3.4*, -3, 10, -240

Going on with the list:
Screens in order: hIAP act, ATG4B inhibitor, MPTP block, APOBEC3G inh, MIN6 prolif, mIAP act, APOBEC3A inh, hIAP block, mIAP block
CN(C)c1ccccc1C(=O)N1CCC(n2nccc2NC(=O)C2CC2)CC1
  1.1, -6, -1.5, -3, -3, 1.2, -2, -5, -16
CC(=O)N1CCC(C(=O)Nc2ccc3c(c2)CCC3)CC1
  1.1, -8, 0.0, -8, -4, 1, -2, -13, -1
COc1ccc(C(=O)c2nccc3ccccc23)cc1
  1, -7, 0.4, 0, -2, 0.93, 1, -1, 8
COc1cc(C(=O)OCC(=O)N2CCNC2=O)cc(Cl)c1OC
  0.86, -15, -0.3, -10, 1, 0.99, -3, 14, 1
CC(C)C(C(=O)Nc1ccccc1F)N1C(=O)c2ccccc2C1=O (stereo not drawn)
  1.1, -3, 2.1, -4, -1, 0.93, 0, -10, 7
CC1CN(C(=O)COC(=O)[C@@H](NC(=O)c2ccccc2Cl)C(C)C)CC(C)O1 (stereo partly drawn)
  1, -6, -2.3, -3, -4, 1, 2, -3, -3
CC[C@@]12C(=O)N(c3ccccc3)C(=O)N1[C@H](c1cccc(C)c1)[C@@H]1C(=O)N(Cc3ccccc3)C(=O)[C@@H]12
  0.97, -16, -1.4, -2, 3, 1, -1, 3, -4
COc1ccc(OC)c(/C=C/C(=O)Nc2cccc(S(=O)(=O)NC3=NCCCCC3)c2)c1
  1, -8, -0.8, -10, 1, 0.96, -3, 0, 4
Cc1cc(NC(=O)CSc2nc(C(C)C)nc3sc4c(c23)CCC(C)C4)no1 (stereo not drawn)
  1, -8, 0.8, -1, -5, 0.97, 0, 0, 3
CCN(CC)S(=O)(=O)c1ccc(-c2nnc(SCc3nnc(-c4ccc(C)cc4)o3)o2)cc1
  0.9, 10, 1.6, -5, -4, 0.88, -2, 10, 12
Cc1nn(C)c(C(=O)NNC(=S)Nc2ccc(F)cc2)c1[N+](=O)[O-]
  0.97, -1, -0.1, 2, 0, 1, 4, 3, -2
CCOC(=O)C1=C(C)NC(=O)NC1c1cccc(OC)c1OCc1ccccc1Cl (stereo not drawn)
  1, -11, 0.2, -8, -3, 0.92, -2, 0, 8
O=C(Nc1ccc2c(c1)OCCO2)C1CCCN(S(=O)(=O)c2cnc[nH]2)C1 (stereo not drawn)
  0.93, -8, -2.0, -6, -2, 0.96, -2, 7, 4
Cc1nnc(N2CCN(c3ccccc3)CC2)[nH]c1=O
  1.2, 12, -0.7, -6, 2, 1.1, -3, -22, -5
CCN(C(=S)Nc1cccc(C)c1)c1ccccc1
  1.1, 7, 0.0, -12, 0, 0.99, 3, -10, 1

9 consecutive compounds out of the list so far, quoted:
Screens in order: hIAP act, ATG4B inhibitor, MPTP block, APOBEC3G inh, MIN6 prolif, mIAP act, APOBEC3A inh, hIAP block, mIAP block
CN(C)c1ccccc1C(=O)N1CCC(n2nccc2NC(=O)C2CC2)CC1
  1.1, -6, -1.5, -3, -3, 1.2, -2, -5, -16
CC(=O)N1CCC(C(=O)Nc2ccc3c(c2)CCC3)CC1
  1.1, -8, 0.0, -8, -4, 1, -2, -13, -1
COc1ccc(C(=O)c2nccc3ccccc23)cc1
  1, -7, 0.4, 0, -2, 0.93, 1, -1, 8
COc1cc(C(=O)OCC(=O)N2CCNC2=O)cc(Cl)c1OC
  0.86, -15, -0.3, -10, 1, 0.99, -3, 14, 1
CC(C)C(C(=O)Nc1ccccc1F)N1C(=O)c2ccccc2C1=O (stereo not drawn)
  1.1, -3, 2.1, -4, -1, 0.93, 0, -10, 7
CC1CN(C(=O)COC(=O)[C@@H](NC(=O)c2ccccc2Cl)C(C)C)CC(C)O1 (stereo partly drawn)
  1, -6, -2.3, -3, -4, 1, 2, -3, -3
CC[C@@]12C(=O)N(c3ccccc3)C(=O)N1[C@H](c1cccc(C)c1)[C@@H]1C(=O)N(Cc3ccccc3)C(=O)[C@@H]12
  0.97, -16, -1.4, -2, 3, 1, -1, 3, -4
COc1ccc(OC)c(/C=C/C(=O)Nc2cccc(S(=O)(=O)NC3=NCCCCC3)c2)c1
  1, -8, -0.8, -10, 1, 0.96, -3, 0, 4
Cc1cc(NC(=O)CSc2nc(C(C)C)nc3sc4c(c23)CCC(C)C4)no1 (stereo not drawn)
  1, -8, 0.8, -1, -5, 0.97, 0, 0, 3

Next section.
Screens in order: hIAP act, ATG4B inhibitor, MPTP block, APOBEC3G inh, MIN6 prolif, mIAP act, APOBEC3A inh, hIAP block, mIAP block
O=C(NCc1cccs1)C1CC(c2ccc(Cl)cc2)=NO1 (stereo not drawn)
  0.91, 12, -1.0, -7, -2, 0.97, -1, 9, 2
Cc1ccc(-c2csc(NC(=O)CN3C(=O)CCC3=O)n2)cc1
  0.96, -6, -1.6, -3, -3, 0.95, 3, 4, 5
O=C(c1ccccn1)c1ccc2ccccc2n1
  1, -3, 0.7, -2, 2, 1, -2, 0, -4
Cc1ccc(C)c(OCCCCn2ccnc2)c1
  1, -4, 0.8, 4, -1, 0.93, 5, -3, 7
C=CCn1c(SC(C)CC)nc(O)cc1=O (stereo not drawn)
  0.98, -6, -1.2, -3, 3, 0.97, 2, 2, 2
COC(=O)CNc1cc(S(=O)(=O)N2CCCCC2)ccc1Oc1ccc(C(=O)OC)cc1
  1.2, -4, -0.2, -15, -3, 0.98, -3, -20, 2
CN(Cc1cnn(C)c1)C(=O)c1sc2cccc(Cl)c2c1Cl
  1, -15, -0.9, 1, 2, 0.92, 2, 0, 8

Bioassay records (PubChem)
